Screening data (PubChem)
esBAF inh: inhibitors of esBAF chromatin remodeling in mouse ES cells; actives 2% (n = 350,000); reporter increase, % at 12.5 µM; Bmi1-luciferase knock-in reporter, 24 h; 100% = twice the neutral-well signal; AID 602393; in the data active = activation above about 40%; inconclusive = no clear call, values can overlap the other calls;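 also: 0% = median of the plate's neutral control wells and 100% = double that signal; a rise in the Bmi1 reporter signal indicates esBAF inhibition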
Xi reactivation: reactivates the inactive X chromosome in mouse fibroblasts; XiGFP mouse fibroblasts, % GFP-positive cells imaging, 3 d; cells co-treated with 5-aza-dC sensitizer; scaled so ellipticine positive control = 100%; activation, % at 7.58 µM; actives 0.055% (n = 360,000); AID 743238;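 active = mean normalized replicate activation at least 10% and every replicate at or above 10%; inconclusive = only one of the two criteria met; inactive = mean below 10% and not all replicates reach 10%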;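 also: 0% = median of on-plate neutral control wells and 100% = ellipticine 6 µM median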
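material = 68-5-11 XiGFP fibroblast line | medium = DMEM plus 5-aza-dC sensitizer | schedule = 3 days compound exposure | benchmarks = positive control ellipticine, 6 µM final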
RAD52 inh: blocks human RAD52 DNA annealing | P43351 | recombinant RAD52 DNA annealing, FRET fluorescence | inhibition, % at 18.7 µM | actives 0.46% (n = 360,000) | AID 651710;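 active = every replicate showing at least 50% inhibition; inconclusive = mean inhibition at least 50% but not in every replicate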
EWS-Fli inh: inhibitors of EWS/Fli oncoprotein transcriptional activity; actives 0.67% (n = 350,000); A673 NR0B1-luciferase reporter, viability-normalised; inhibition, % at 12.6 µM;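 active = mean inhibition of at least 50% after viability correction, with every replicate also passing that limit; inconclusive = mean reaches 50% but only one of two replicates passes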;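 also: firefly luciferase signal divided by Alamar Blue viability fluorescence both relative to DMSO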
E-sel inducer: E-selectin induction on HUVECs; actives 0.37% (n = 260,000); HUVEC E-selectin immunofluorescence imaging; normalized: neutral wells 0, TNF-alpha wells 100; AID 686992; activation, % at 7.58 µM;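 active = mean E-selectin-positive cell signal at least 10% of the positive control, reached in at least 60% of replicates, without over 20% cell loss; inconclusive = no rule given, readout overlaps actives, possibly toxicity-flagged; inactive = the rest, including those meeting only one limit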;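 also: in these data hits start at about 27%; measured in HUVEC primary endothelial cells; signal is the percent of cells scored E-selectin positive by PE staining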
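assay system = HUVEC, human umbilical vein endothelial cells | input = 3,000 HUVEC seeded per well | medium = EGM-2 growth medium on 0.1% gelatin-coated wells | dosing = one compound dose added by pin transfer | signal = immunofluorescence imaging | read-out basis = % PE-positive cells | control set = TNF-alpha, DMSO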
FN deposition inh: fibronectin deposition inhibition. actives 0.086% (n = 350,000). AH1F fibroblasts, Alexa488-fibronectin deposition fluorescence, overnight. inhibition, % at 12.6 µM;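 active = mean inhibition across replicates of 30% or more, regardless of how many single replicates reach that level; inconclusive = mean under 30% yet at least half of replicates reach 30%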;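 also: positive control wells lacked labelled fibronectin entirely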
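Test system: AH1F fibroblast monolayer depositing Alexa488-labelled fibronectin into matrix. Input: 10000 cells per well. Technique: fluorescence, ex 485 nm, em 525 nm. Buffer or medium: DMEM plus 2% serum, read in PBS. Timing: 1 h cell adhesion before compound, then overnight fibronectin incubation. Compound: single dose, pinned. Read-out basis: inhibition from reduced deposited-fibronectin fluorescence.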
RAD54 inh: RAD54 (human) branch migration inhibition; Q92698; RAD54 Holliday junction branch migration, FAM/BHQ fluorescence; inhibition, % at 10.4 µM; actives 0.14% (n = 360,000); AID 602329;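 active = mean normalized replicate activity at least 40 and at least half of replicates scoring 40 or more; inconclusive = only one of the two criteria met; inactive = mean below 40 and under half of replicates reaching 40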;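 also: 0% = median of neutral control wells and 100% = median of positive control wells; inhibitors cause a drop in the FAM fluorescence signal; in these data hits start at about 50%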
Target sequence (Q92698 whole entry, looked up): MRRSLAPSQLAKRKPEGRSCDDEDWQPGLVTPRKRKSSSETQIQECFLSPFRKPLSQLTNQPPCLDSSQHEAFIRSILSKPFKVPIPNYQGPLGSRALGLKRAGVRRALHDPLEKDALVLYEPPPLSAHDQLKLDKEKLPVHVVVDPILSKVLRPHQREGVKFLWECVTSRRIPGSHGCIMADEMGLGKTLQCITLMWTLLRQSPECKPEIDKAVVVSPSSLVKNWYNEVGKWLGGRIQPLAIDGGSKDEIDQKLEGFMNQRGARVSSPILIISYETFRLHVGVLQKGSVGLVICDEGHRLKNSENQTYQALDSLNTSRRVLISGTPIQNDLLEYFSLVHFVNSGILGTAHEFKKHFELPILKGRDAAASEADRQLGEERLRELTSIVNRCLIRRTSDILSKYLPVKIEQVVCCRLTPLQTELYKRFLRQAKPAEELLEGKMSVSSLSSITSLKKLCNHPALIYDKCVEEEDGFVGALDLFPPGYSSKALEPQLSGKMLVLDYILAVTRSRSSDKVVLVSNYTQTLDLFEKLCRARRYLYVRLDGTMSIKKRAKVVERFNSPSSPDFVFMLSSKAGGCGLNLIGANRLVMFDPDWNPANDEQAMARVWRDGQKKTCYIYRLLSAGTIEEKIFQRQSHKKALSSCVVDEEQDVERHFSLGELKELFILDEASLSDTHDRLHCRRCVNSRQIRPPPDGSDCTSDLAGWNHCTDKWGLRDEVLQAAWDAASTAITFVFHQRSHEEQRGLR
S100A4 inh HTS: S100A4-myosin IIA interaction inhibition. P26447. S100A4/TAMRA-MyoIIA peptide fluorescence polarization. inhibition, % at 10.7 µM. actives 0.14% (n = 360,000). AID 652163;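 active = mean inhibition of at least 70% across replicates, with every replicate also reaching that level; inconclusive = mean inhibition reaches 70% but some replicates fall short; inactive = mean inhibition below 70%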
Target sequence (P26447 whole entry, looked up): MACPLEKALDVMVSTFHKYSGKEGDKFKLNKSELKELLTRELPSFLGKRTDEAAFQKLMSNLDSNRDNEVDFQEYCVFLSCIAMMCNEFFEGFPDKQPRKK
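Material: human S100A4 monomer with TAMRA-labelled myosin IIA peptide; buffer or medium: HEPES pH 7.2 with CaCl2, KCl, NaCl, DTT, Triton; compound dosing: one concentration per compound; schedule: 5 min incubation before reading; benchmarks: neutral control DMSO, positive control TFP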
Starred values were filed as active, the others as inactive; u = inconclusive; x = no result given.

SMILES	esBAF inh	Xi reactivation	RAD52 inh	EWS-Fli inh	E-sel inducer	FN deposition inh	RAD54 inh	S100A4 inh HTS
Clc1ccc(SCCOCCN2CCc3ccccc3C2)cc1	x	0.0	15.6	12.0	x	x	x	-2.6
COc1ccc(NC(=O)Nc2ccc3c(c2)C(=O)N([C@H](C)CO)C[C@H](C)[C@@H](CN(C)Cc2ccc(C(F)(F)F)cc2)OCCCC[C@@H](C)O3)cc1	-0.1	0.1	2.4	8.4	0.3	-4.6	1.8	1.6
CCOCCCn1cc(C(=O)c2cc(Br)ccc2O)cc(C#N)c1=O	x	0.0	-69.2	-5.8	x	-1.1	x	-15.3
CO[C@@H]1CN(C)C(=O)c2cc(NC(=O)CC(F)(F)F)ccc2OC[C@H](C)N(C(=O)c2ccccc2F)C[C@H]1C	x	0.6	-100.5	x	0.0	-2.7	x	x
CCOc1cc(C)nc(N2CCCC(C(=O)NCc3ccccc3F)C2)n1 (stereo unspecified)	-5.3	x	-19.7	16.8	x	x	1.2	4.8
O=c1oc2c(-c3cccc(F)c3)cc(O)cc2s1	x	0.0	-12.5	7.5	x	8.9	0.9	-2.6
Cc1ccn2cc(-c3cc4ccccc4oc3=O)nc2c1	x	0.0	1.7	67.5*	u	-11.3	x	3.7
Cc1ccc(C)c(NC(=O)CC2Oc3ccccc3NC2=O)c1 (stereo unspecified)	2.8	0.5	-7.6	7.6	0.2	-3.8	-2.0	-4.9
COc1ccc(C(=O)Cn2c(=N)n(C)c3ccccc32)cc1	87.4*	-0.1	6.2	-101.3	1.2	3.7	-6.8	6.7
COc1cccc(-c2oc3c(c2-c2ccc(OC)nc2)C(O)CCC3)c1 (stereo unspecified)	x	-0.1	-17.6	1.5	0.3	x	x	12.0
COC(=O)c1ccc(COc2ccccc2/C=C/C(=O)c2ccc(OCC(=O)O)cc2)cc1	x	0.0	-9.7	24.9	x	-6.6	-4.7	3.6
CSc1ccc(/C=N/N2CCN(Cc3ccc(Cl)cc3)CC2)cc1	1.2	0.1	-6.6	3.8	x	-12.7	2.9	-1.4
S=C(Nc1ccc(Cl)cc1)N1CCOCC1	x	x	8.9	x	x	-0.6	-3.5	-3.8
CCCNC(=O)Nc1ccc2c(c1)C(=O)N(C)C[C@H](OC)[C@H](C)CN(CC1CCCC1)[C@H](C)CO2	-3.1	0.2	x	-6.8	-0.1	-1.1	x	x
CC(Oc1cccc(Cl)c1)C(=O)NC1CC(C)(C)NC(C)(C)C1 (stereo unspecified)	0.6	0.0	-0.4	6.3	x	9.1	1.1	-0.8
CCCc1nc2ccc(NC(=O)NCCC(=O)OCC)cc2c(=O)n1Cc1ccc(Cl)cc1	9.7	x	x	x	0.3	10.3	3.7	x
Cn1cc(S(=O)(=O)N2CCCC2)cc1C(=O)NCc1ccc(Cl)cc1	5.6	0.2	-5.7	6.8	-0.2	5.4	2.7	-0.9
CC1CCCCC12NC(=O)N(CC(=O)OCc1cccc(F)c1)C2=O (stereo unspecified)	-5.7	-0.1	-8.1	0.0	-0.2	x	-8.8	0.0
COc1cccc(CNS(=O)(=O)/C=C/c2ccc(OC)c(OC)c2)c1	-6.9	0.0	-0.4	4.5	x	x	2.9	3.2
COCC(=O)Nc1ccc2c(c1)OC[C@H](C)N(Cc1cccc(F)c1)C[C@@H](C)[C@H](OC)CN(C)C2=O	x	0.1	-3.0	-3.5	-0.2	4.1	x	-3.8

Next part, starting with the last 5 of the part before.
SMILES	esBAF inh	Xi reactivation	RAD52 inh	EWS-Fli inh	E-sel inducer	FN deposition inh	RAD54 inh	S100A4 inh HTS
CCCc1nc2ccc(NC(=O)NCCC(=O)OCC)cc2c(=O)n1Cc1ccc(Cl)cc1	9.7	x	x	x	0.3	10.3	3.7	x
Cn1cc(S(=O)(=O)N2CCCC2)cc1C(=O)NCc1ccc(Cl)cc1	5.6	0.2	-5.7	6.8	-0.2	5.4	2.7	-0.9
CC1CCCCC12NC(=O)N(CC(=O)OCc1cccc(F)c1)C2=O (stereo unspecified)	-5.7	-0.1	-8.1	0.0	-0.2	x	-8.8	0.0
COc1cccc(CNS(=O)(=O)/C=C/c2ccc(OC)c(OC)c2)c1	-6.9	0.0	-0.4	4.5	x	x	2.9	3.2
COCC(=O)Nc1ccc2c(c1)OC[C@H](C)N(Cc1cccc(F)c1)C[C@@H](C)[C@H](OC)CN(C)C2=O	x	0.1	-3.0	-3.5	-0.2	4.1	x	-3.8
Cc1c(C)c([N+](=O)[O-])c(C)c(C)c1N	x	-0.1	0.5	-4.4	-0.5	0.3	x	13.8
NCc1ccc(OCCCN2CCC(C(O)(C3=CCCC3)c3ccccc3)CC2)cc1 (stereo unspecified)	x	0.0	67.1*	-2.6	1.0	-10.9	x	1.6
O=C(N/N=C/c1ccccn1)c1sc2ccccc2c1Cl	29.7	0.0	-39.3	-3.7	-0.1	13.3	-2.0	4.8
CC(=O)c1cccc(NC(=O)C2=CC(c3ccc4c(c3)OCO4)=NS(=O)(=O)N2C)c1	0.3	0.0	-50.4	0.7	x	-1.7	0.8	2.4
Cc1ccc(N2C(=O)c3cccc4c([N+](=O)[O-])ccc(c34)C2=O)c2cccnc12	-18.3	10.0	0.4	16.6	0.7	-2.9	-0.1	3.9
Cc1noc(C)c1S(=O)(=O)Nc1ccc2c(c1)C(=O)N([C@H](C)CO)C[C@@H](C)[C@H](CN(C)CC1CC1)O2	-3.5	-0.9	-10.0	-1.7	x	-5.7	3.8	-6.6
CO[C@@H]1CN(C)C(=O)c2cc(NC(=O)C3CCCCC3)ccc2OC[C@H](C)NC[C@@H]1C	-2.1	0.0	-1.3	4.8	0.3	-14.0	-4.0	-7.0
Cc1ccc(C)c(C(=O)COC(=O)c2cc(Cl)nc3ccccc23)c1	x	0.0	0.5	14.9	x	-6.3	x	-1.9
O=C1OC(N2C(=O)CC[C@H]2C(=O)NCC2CCCO2)c2ccccc21 (stereo partly specified)	4.7	x	3.1	-1.8	x	x	9.5	1.6
COc1ccc(NC(=O)Nc2ccc3c(c2)C(=O)N([C@@H](C)CO)C[C@H](C)[C@@H](CN(C)C(=O)NC(C)C)O3)cc1	-0.8	-0.1	3.9	-2.1	-0.1	0.1	-2.3	-0.1
CCCC#Cc1ccc2c(c1)O[C@H](CN(C)S(C)(=O)=O)[C@H](C)CN([C@H](C)CO)S2(=O)=O	2.0	0.3	-6.3	4.9	0.5	-24.7	0.5	-14.6
COC(=O)c1ccc(COC(=O)C2CC(O)CN2S(=O)(=O)c2ccc([N+](=O)[O-])cc2)cc1 (stereo unspecified)	27.6	0.0	0.3	-9.2	-1.5	6.4	0.4	10.4
COc1ccc([C@H]2CC(=O)C[C@@H](CCn3cc(-c4ccccc4)nn3)O2)cc1	x	0.0	-2.9	-4.5	1.4	3.0	x	-1.6
CSc1ncccc1C(=O)OCC(=O)Nc1ccc2c(c1)OCO2	x	0.1	-13.2	12.9	5.6	-16.9	x	0.0
Cc1ccc(C)c(S(=O)(=O)N2CCN(C(=O)c3ccccc3Cc3ccccc3)CC2)c1	3.1	-0.1	-0.1	11.3	x	x	6.0	-2.2
CN(C(=O)COC(=O)/C=C/c1ccc(Cl)c(Cl)c1)c1c(N)n(Cc2ccccc2)c(=O)[nH]c1=O	-23.8	0.0	-9.3	7.4	x	-10.7	14.9	-5.9
O=C(COC(=O)c1cc(S(=O)(=O)N2CCOCC2)ccc1Cl)NCc1ccccc1	-9.0	0.7	-9.5	9.3	0.3	2.3	-1.0	-0.4
Nc1nc(NCc2ccco2)nn1-c1ccccc1	4.8	x	x	x	-0.7	1.0	8.1	x
NCCCCCC(=O)O	-1.9	0.5	3.1	-12.1	-2.2	-13.3	9.1	-3.9
C#Cc1ccc(NC(=O)C2(C)CCN2C(=O)C2(c3ccccc3)CCCC2)cc1 (stereo unspecified)	-4.3	-0.2	-16.8	10.1	-0.1	-11.3	-9.8	-15.3
COc1cccc(CNC(=O)CCNC(=O)N2CCn3c2nc2ccccc23)c1	-10.5	0.0	3.1	x	x	-4.0	0.0	1.0
O=C(NCc1ccc(F)cc1)C1CCCN(c2cnccn2)C1 (stereo unspecified)	1.5	0.2	-3.4	4.9	x	5.1	8.3	-2.1
CC1=C(c2ccccc2)C=NNCC1=O	-0.1	0.0	5.7	-2.1	0.1	0.3	-3.7	-9.4
O=C(NCc1ccccc1OC(F)(F)F)C1CCC(=O)N(CCCN2CCOCC2)C1 (stereo unspecified)	x	-0.1	-2.5	-4.1	-0.3	x	x	23.0
COc1ccc(NC(=O)Nc2ccc3c(c2)C(=O)N([C@H](C)CO)C[C@H](C)[C@H](CN(C)S(=O)(=O)c2ccc(C)cc2)O3)cc1	-5.9	0.1	-6.3	13.8	-0.2	x	0.3	40.6
O=C(C[C@H]1CC[C@H](NC(=O)C2CCC2)[C@@H](CO)O1)NCc1ccncc1	-4.7	0.0	-7.0	-8.4	0.1	2.2	-1.9	-3.7
C[C@@H]1CN([C@H](C)CO)S(=O)(=O)c2ccc(-c3cccc(C(=O)N(C)C)c3)cc2O[C@H]1CN(C)Cc1ccc2c(c1)OCO2	-1.5	0.1	23.2	37.8	x	x	2.1	u
CS(=O)(=O)N1CCN(C(=O)Cc2ccc(Br)cc2)CC1	13.4	0.0	-8.2	-3.9	0.0	1.0	-11.6	-17.1
Cc1ccc(S(=O)(=O)NCc2ccccc2)cc1C(=O)N1CCN(S(=O)(=O)c2ccccc2)CC1	1.3	0.2	-6.9	3.4	x	3.4	-1.4	-12.8
CCN(c1ccc(N=Cc2c(O)n(Cc3ccc(OC)cc3)c(=O)c3ccccc23)cc1)C(C)C	x	0.0	-39.1	-5.5	0.3	-19.5	x	-6.6
Cc1ccc(C2C(C#N)=C(N)Oc3cc(N)ccc32)cc1 (stereo unspecified)	-1.1	0.0	-48.2	0.7	0.0	8.7	-2.5	-18.3
COc1ccccc1CNC(=O)[C@@H]1CCCN1S(=O)(=O)c1ccc(Cl)cc1	-6.8	0.4	-5.6	12.1	25.2	-3.4	6.2	-2.9
CN(Cc1ccccc1)Cc1c(O)ccc2ccccc12	1.5	0.0	-10.3	12.3	0.5	-2.5	3.0	-4.3
CCn1c(O)c(C=Nc2ccccc2)sc1=S	x	0.0	-28.4	-198.7	x	x	x	-4.1

Entries above containing a furan ring, fused or not:
SMILES	esBAF inh	Xi reactivation	RAD52 inh	EWS-Fli inh	E-sel inducer	FN deposition inh	RAD54 inh	S100A4 inh HTS
COc1cccc(-c2oc3c(c2-c2ccc(OC)nc2)C(O)CCC3)c1 (stereo unspecified)	x	-0.1	-17.6	1.5	0.3	x	x	12.0
Nc1nc(NCc2ccco2)nn1-c1ccccc1	4.8	x	x	x	-0.7	1.0	8.1	x
